CAL PDZ FP-1 – inhibitors of human CAL PDZ peptide binding. AID 602252. purified CAL PDZ, TMR-peptide fluorescence polarization, 1 h. hit rate 0.92% among 300,000. inhibition, % at 24.9 µM;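 active = mean inhibition of at least 30% with at least half of replicates also reaching 30%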;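 also: 0% = DMSO neutral control and 100% = excess unlabeled competitor peptide PRC23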
MITF act – activators of MITF-driven TRPM1 promoter activity in SK-MEL-5 cells | SK-MEL-5 TRPM1-promoter luciferase, 24 h; % of positive control, neutral wells = 0 | activation, % at 12.5 µM | hit rate 0.75% among 300,000 | AID 588334;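 active = mean activation of at least 80% with every replicate also reaching 80%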;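 also: 0% = neutral control wells and 100% = parthenolide positive control wells; values of inactives mirror those of a sister screen read the other way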
PfHsp90 yeast 2 – growth inhibition of yeast expressing Plasmodium Hsp90; inhibition, % at 9.4 µM; hit rate 0.32% among 310,000; S. cerevisiae expressing PfHsp90, BacTiter-Glo ATP, 48 h; yeast lacking PDR1 and PDR3 efflux regulators;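 active = every replicate shows inhibition above about 80%, whatever the replicate mean, limit read from the data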;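 also: 0% = DMSO neutral controls and 100% = 20 µM radicicol positive controls; yeast relying on Plasmodium falciparum Hsp90 in place of its own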
CAL PDZ FP-2 – human CAL PDZ-peptide interaction inhibition; hit rate 0.02% among 330,000; Q9HD26; purified CAL PDZ, TMR-peptide fluorescence polarization, 1 h; AID 504414; inhibition, % at 20 µM;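 active = highest replicate inhibition of at least 40%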;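 also: plate controls were DMSO neutral control wells for no effect and unlabeled competitor peptide control wells for full effect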
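Test system: tagged CAL PDZ domain / Buffer or medium: sodium phosphate/NaCl buffer pH 7.4 with TCEP, IgG, Thesit / Reagent: TMR-labelled reporter peptide T*-PRC34 bound in PDZ groove / Compound dosing: single point, 20 µM / Schedule: 1 h incubation at room temperature before polarization reading / Technique: fluorescence polarization (mP) / Benchmarks: unlabelled peptide, DMSO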
dFosB act – activators of mouse delta FosB homodimer | activation, % at 25 µM | hit rate 0.99% among 340,000 | purified delta FosB, TAMRA-CDK5 oligo fluorescence polarization; percent of positive-control signal above neutral wells;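 active = mean activation above about 17%, with every replicate also reaching it, limit read from the data, passing the limit was not always enough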;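 also: fluorescence polarization rise as delta FosB binds a TAMRA Cdk5 AP-1 oligo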
Rtt109 HAT inh – inhibitors of Candida albicans Rtt109/Vps75 histone acetyltransferase; Q5AAJ8; purified Rtt109/Vps75, ThioGlo CoA-SH fluorescence, 4 h; inhibition, % at 34.9 µM; hit rate 0.16% among 330,000; AID 540336;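 active = inhibition of at least 50% in every replicate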
Target sequence (Q5AAJ8 whole entry, looked up): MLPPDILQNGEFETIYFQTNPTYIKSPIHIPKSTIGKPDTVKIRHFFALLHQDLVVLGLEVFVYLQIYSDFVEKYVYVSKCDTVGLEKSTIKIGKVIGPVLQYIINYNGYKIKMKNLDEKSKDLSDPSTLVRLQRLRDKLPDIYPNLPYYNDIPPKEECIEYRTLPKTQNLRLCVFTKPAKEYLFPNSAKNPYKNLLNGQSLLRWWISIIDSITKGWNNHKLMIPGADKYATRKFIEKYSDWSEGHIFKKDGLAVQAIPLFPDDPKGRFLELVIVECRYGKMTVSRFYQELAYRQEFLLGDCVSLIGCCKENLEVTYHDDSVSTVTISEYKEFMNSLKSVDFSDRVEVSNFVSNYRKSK
SR-BI DiI-HDL act – SR-BI HDL lipid transfer activation | CHO ldlA[mSR-BI] cells, DiI-HDL uptake fluorescence, 3 h; 100 = double the neutral-control signal | activation, % at 12.5 µM | hit rate 0.096% among 320,000 | AID 504775;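 active = mean replicate activation of at least 60% and every replicate at or above 60%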;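 also: 0% = median plate neutral-control signal and 100% = twice that signal; values of inactives mirror those of a sister screen read the other way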
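Test system: SR-BI-overexpressing, LDLR-lacking CHO cells; Medium: Ham's F12 with 0.5% BSA, HEPES 25 mM, pH 7.4; Schedule: 3 h, 37 °C; Technique: bottom-read fluorescence, 550/595 nm.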
PvdQ inh – P. aeruginosa PvdQ acylase inhibition. AID 488965. purified PvdQ acylase, fluorescence plate reader. inhibition, % at 10 µM. hit rate 0.063% among 340,000; in the data active = inhibition above about 30%, passing the limit was not always enough;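 also: 0% = vehicle neutral wells and 100% = reference inhibitor wells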
NSD2 inh – inhibitors of human histone methyltransferase NSD2 | O96028 | inhibition, % at 12.5 µM | hit rate 0.54% among 310,000 | NSD2 peptide methylation, AlphaScreen, 120 min; in the data active = inhibition above about 50%
SR-BI HDL uptake – inhibitors of mouse SR-BI mediated HDL lipid uptake; ldlA[mSR-BI] CHO cells, DiI-HDL uptake fluorescence, 3 h; inhibition, % at 12.5 µM; hit rate 0.96% among 320,000;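 active = mean replicate inhibition of at least 70% and a set share of replicates each scoring 70 or more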;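 also: 0% = median of neutral control wells and 100% = median of positive control wells; values of inactives mirror those of a sister screen read the other way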
Target sequence (Q61009 whole entry, looked up): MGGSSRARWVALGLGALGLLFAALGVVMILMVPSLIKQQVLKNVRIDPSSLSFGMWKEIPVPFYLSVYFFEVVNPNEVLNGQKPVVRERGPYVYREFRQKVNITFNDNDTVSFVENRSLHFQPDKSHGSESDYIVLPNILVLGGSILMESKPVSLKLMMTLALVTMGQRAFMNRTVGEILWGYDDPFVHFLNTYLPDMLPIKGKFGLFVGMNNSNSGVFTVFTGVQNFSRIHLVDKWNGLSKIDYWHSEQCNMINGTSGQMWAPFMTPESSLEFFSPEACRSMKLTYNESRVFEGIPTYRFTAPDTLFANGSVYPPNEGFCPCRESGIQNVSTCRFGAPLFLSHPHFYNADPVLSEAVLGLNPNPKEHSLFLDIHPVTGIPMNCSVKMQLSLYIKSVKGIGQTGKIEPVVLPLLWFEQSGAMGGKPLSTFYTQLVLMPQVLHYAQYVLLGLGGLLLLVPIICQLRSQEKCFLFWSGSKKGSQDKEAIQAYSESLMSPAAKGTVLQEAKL
Starred values were filed as active, the others as inactive; . = not tested or not shown. The list is partial, so the mix of outcomes need not match the whole.

SMILES	CAL PDZ FP-1	MITF act	PfHsp90 yeast 2	CAL PDZ FP-2	dFosB act	Rtt109 HAT inh	SR-BI DiI-HDL act	PvdQ inh	NSD2 inh	SR-BI HDL uptake
O=C(c1n[nH]c(=O)c2ccccc12)N1CCC2(CC1)OCCO2	-3	2	16	0.0	0	-1	13	-16	-3	-13
O=[N+]([O-])c1ccc(N2CCCC2)c2ncccc12	1	5	-5	-0.7	-1	-10	-28	6	8	28
Cc1ccc(C2NC(=S)NC(c3ccc(C)cc3)C23C(=O)NC(=O)NC3=O)cc1 (centres undefined)	-3	.	.	.	2	-3	47	-19	1	-47
CN(C)Cc1ccccc1OC(=O)N(C)C	4	1	-28	0.2	6	1	22	-1	-2	-22
O=[N+]([O-])c1ccc(NCCCN2CCOCC2)nc1	-5	.	-2	0.2	1	11	13	2	2	-13
Cc1nc(Cl)sc1C(=O)Nc1ccc2ccccc2c1	-3	54	-29	-0.8	-4	-2	-30	-1	10	30
CN1CCN(c2cc([N+](=O)[O-])ccc2Cl)CC1	-3	-20	19	-0.7	2	3	19	15	-1	-19
COc1ccc(OC)c(NC2=NCCCS2)c1	-10	0	41	17	0	22	14	-12	2	-14
COP(=O)(OC)C(Nc1ccccc1)c1ccccc1 (centres undefined)	-2	.	5	-0.2	-7	-1	8	-3	1	-8
CCOP(=O)(OCC)C(NC(=O)c1ccccc1Cl)=C(Cl)Cl	-13	.	4	-2.0	-5	-18	22	-6	5	-22
O=C1/C(=C/c2ccc([N+](=O)[O-])cc2)N2CCC1CC2	-3	6	-3	0.4	-4	3	-12	-7	2	12
Cc1nn(Cc2ccccc2Cl)c(Cl)c1C(=O)OCC(=O)NCc1ccco1	-7	-1	.	-1.2	0	-3	-8	-9	22	8
CC(=O)NN1C(=O)c2ccccc2NC1c1cccnc1 (centres undefined)	-1	1	-2	-4.1	-8	-18	16	6	-3	-16
O=C(NC(c1ccc(Cl)cc1)P(=O)(Oc1ccccc1)Oc1ccccc1)OCc1ccccc1 (centres undefined)	0	5	-36	.	-2	-1	-18	-11	0	18
O=C1CN=C(c2cccc(Br)c2)c2cc(Br)ccc2N1	-2	-14	5	-3.0	-6	1	-16	-1	3	16
CC(Cc1ccccc1)[n+]1cc(/N=C(\[O-])N(C)C)on1 (centres undefined)	-17	9	21	.	-10	4	25	-4	.	-25
O=C1C(=Cc2ccccc2)N2CCC1CC2	-6	6	7	-2.6	-15	-4	2	-18	0	-2
COC(=O)c1cc(C(O)(C(=O)OC)C(F)(F)F)c(/N=C/N(C)C)s1 (centres undefined)	0	-8	18	-1.3	0	44	-10	4	1	10
Cc1cc(OCC(=O)N[C@@H](Cc2ccccc2)C(=O)O)c2c3c(c(=O)oc2c1)CCCC3	-1	-6	-1	-1.2	-14	-5	4	4	.	-4
O=C(Cc1ccccc1)N1CCN(Cc2ccc([N+](=O)[O-])cc2)CC1	-1	1	16	-2.6	5	5	15	0	-1	-15
CCC(=NCc1cccnc1)c1c(O)n(-c2ccc(Cl)cc2)c(=O)[nH]c1=O	-4	-20	3	-0.3	-8	-21	7	-8	-2	-7
O=C(/C=C/C=C/c1ccccc1)CC1(O)C(=O)Nc2ccccc21 (centres undefined)	-3	-7	14	-2.2	-5	8	11	-21	10	-11
COc1ccc2c(c1)C13CCCC[C@@H]1C(C2)N(C)CC3 (some centres undefined)	6	-2	-5	0.6	-1	-2	7	-6	.	-7
C=C1[C@@H](C)[C@H]2[C@H](Cc3ccccc3)NC(=O)[C@]23OC(=O)/C=C/[C@H](O)CCC[C@@H](C)C/C=C/[C@H]3[C@@H]1O	3	-13	-23	-1.6	-2	1	-12	-13	.	12
C=CCn1c(C)c(C=C2C(=O)NC(=O)NC2=O)c2ccccc21	0	-12	3	1.1	-12	.	8	-1	29	-8
Cc1c(C(=O)O)cccc1-n1c(C)cc(/C=C2\C(=O)NC(=O)N(c3ccc4c(c3)OCO4)C2=O)c1C	2	1	15	-0.1	1	-3	9	4	66*	-9
COC(=O)C1=C(c2ccc(F)cc2F)C[C@@H]2CC[C@H]1N2C(=O)NCCCOC(C)C	-2	8	12	0.4	-3	8	25	-17	.	-25
Cc1cc2ccccc2c(=O)n1CC(=O)NCC(=O)N1CCC2(CC1)OCCO2	-6	3	.	-0.7	-8	2	25	-16	-1	-25
Cc1ccccc1N1C(=O)CC(=O)N(c2ccccc2C)C1=O	-2	0	0	-2.8	-12	1	30	-2	0	-30
CCn1c(O)c(/C=N/N2CCOCC2)c(=O)n(CC)c1=S	-2	-3	13	0.7	0	-1	-4	7	-1	4
CC1(c2ccc(Cl)cc2Cl)OCC(Cn2cncn2)O1 (centres undefined)	.	-4	-2	0.2	-1	-2	7	-10	-1	-7
CN1CC(C#N)C2(O)c3ccccc3CCC2C1 (centres undefined)	.	-9	-15	0.6	3	1	2	-2	-2	-2
COC(=O)C1=CO[C@@H](C)[C@@H]2CN3CC[C@]4(C(=O)Nc5ccccc54)[C@@H]3C[C@H]12	9	-9	.	-1.6	1	4	9	4	.	-9
NCCc1c[nH]c2ccc(O)cc12	-2	-7	8	-1.1	4	3	-1	-11	.	1
CC(Cc1ccccc1)NC(=O)CN1CCCC1=O (centres undefined)	0	2	9	-2.5	-2	.	4	19	-2	-4
Cc1nc2ncnn2c(C)c1CCC(=O)N1CCC2(CC1)OCCO2	.	-1	.	0.1	4	-7	19	7	12	-19

5 neighbouring records already listed:
SMILES	CAL PDZ FP-1	MITF act	PfHsp90 yeast 2	CAL PDZ FP-2	dFosB act	Rtt109 HAT inh	SR-BI DiI-HDL act	PvdQ inh	NSD2 inh	SR-BI HDL uptake
Cc1c(C(=O)O)cccc1-n1c(C)cc(/C=C2\C(=O)NC(=O)N(c3ccc4c(c3)OCO4)C2=O)c1C	2	1	15	-0.1	1	-3	9	4	66*	-9
COC(=O)C1=C(c2ccc(F)cc2F)C[C@@H]2CC[C@H]1N2C(=O)NCCCOC(C)C	-2	8	12	0.4	-3	8	25	-17	.	-25
Cc1cc2ccccc2c(=O)n1CC(=O)NCC(=O)N1CCC2(CC1)OCCO2	-6	3	.	-0.7	-8	2	25	-16	-1	-25
Cc1ccccc1N1C(=O)CC(=O)N(c2ccccc2C)C1=O	-2	0	0	-2.8	-12	1	30	-2	0	-30
CCn1c(O)c(/C=N/N2CCOCC2)c(=O)n(CC)c1=S	-2	-3	13	0.7	0	-1	-4	7	-1	4

Next compounds
SMILES	CAL PDZ FP-1	MITF act	PfHsp90 yeast 2	CAL PDZ FP-2	dFosB act	Rtt109 HAT inh	SR-BI DiI-HDL act	PvdQ inh	NSD2 inh	SR-BI HDL uptake
O=C1CCCC2=C1C(c1cccnc1)Nc1ccccc1N2 (centres undefined)	-2	-11	-4	-1.9	-5	7	10	-10	-1	-2
CC(=O)OC[C@]12CCC(C)=C[C@H]1O[C@@H]1[C@H](O)[C@@H](OC(C)=O)[C@@]2(C)[C@]12CO2	-7	-91	.	-2.6	-1	-4	13	-7	.	-13
Cc1ccccc1C(=O)N1CC1C (centres undefined)	1	2	4	0.1	5	0	20	-16	12	-20
CCCCOC(=O)C1=C(N)OC2=C(C(=O)CCC2)[C@]12C(=O)Nc1ccccc12	2	-29	3	-2.2	-5	2	8	5	0	-8
N=Cc1c(O)n(-c2ccc(C34CC5CC(CC(C5)C3)C4)cc2)c(=O)[nH]c1=O	-2	3	-14	-0.6	46*	5	13	14	-1	-13
CC1=C(C(=O)O)N2C(=O)[C@@H](NC(=O)CCCC(=O)O)[C@H]2SC1	-3	12	18	0.9	-1	-10	20	0	.	-20
COC(=O)C1=C(c2ccc3ccccc3c2)C[C@@H]2CC[C@H]1N2C(=O)NC1CC1	-5	-3	-18	-1.5	2	-6	5	-7	.	-5
Cc1ccc2c(c1)C1CN(C)CCC1N2C(=O)Cn1nnc(-c2ccccc2F)n1 (centres undefined)	.	.	-8	-1.0	-4	-6	6	-9	.	-6
CCOc1ccc(N2C(=O)NC(=O)/C(=C/c3cnc(SC)nc3)C2=O)cc1	6	-9	-101	-0.4	2	12	6	6	7	-6
C=CCn1c(O)c(/C(C)=N/N2CCCCC2)c(=O)[nH]c1=O	5	7	15	-0.2	1	-5	9	-1	-4	-9
Cc1ccc(CN2CCCC(C(=O)c3ccc4c(c3)OCO4)C2)cc1C (centres undefined)	2	5	17	-3.2	-3	-8	.	-11	-8	.
COc1cc2ccc(=O)oc2c2ccoc12	0	.	-15	-0.7	-2	3	8	2	.	-8
CCC(=NCCCO)c1c(O)n(-c2ccc(OC)cc2)c(=O)[nH]c1=O	-1	14	0	.	-16	-1	28	-12	-1	-28
COC(=O)C1=C(c2ccc(C(C)=O)cc2)C[C@@H]2CC[C@H]1N2C	0	5	3	0.6	-3	-2	21	9	.	-21
CCC(C)NC(=O)c1c(N)n(CCCOC)c2nc3ccccc3nc12 (centres undefined)	-41	-8	-7	0.2	-14	-396	-13	-15	106*	13
CC1=NNC(=O)C1Br (centres undefined)	-10	-6	-3	-0.3	9	12	11	-6	-3	-11
CCc1nc2ccc(Br)cc2c(=O)n1-c1ccccc1C(F)(F)F	-1	-11	11	-2.8	-12	3	.	-7	-2	.
COc1ccc(C(=O)OC2C[C@H]3CC[C@H](C2)N3C)cc1OC (some centres undefined)	0	4	-6	0.2	-3	4	4	-3	.	-4
Nc1ccc(N2CCN(Cc3ccccc3Cl)CC2)c(Cl)c1	0	13	-1	-0.8	-3	-3	-27	1	12	27
COc1ccc(-n2c(O)c(C(C)=NCCN3CCNCC3)c(=O)[nH]c2=O)cc1	.	1	15	-0.9	-3	-6	30	-5	0	-30
CCC1CN1P(=O)(c1ccccc1)N1CC1CC (centres undefined)	113*	-3	28	-0.2	-11	-3	15	-6	0	-15
CCOC(=O)CC1c2ccccc2-n2nncc2CN1Cc1ccc(OC)cc1 (centres undefined)	-3	-5	17	1.1	-10	8	-8	-3	.	8
Cc1ccc2c(c1N)C(=O)c1ccccc1C2=O	-4	95*	-40	1.1	3	4	-11	18	.	11
C[n+]1ccc(-c2cc[n+](C)cc2)cc1	-3	-3	-22	0.1	-2	-8	3	-5	.	-3
O=c1[nH]c(=O)n(Cc2ccc(F)cc2)c(O)c1C=Nc1ccc(Cl)cc1	.	-6	0	-1.3	11	-10	10	-12	2	-10
CN(C)[C@@H]1C(=O)C(C(N)=O)=C(O)[C@@]2(O)C(=O)C3=C(O)c4c(O)cccc4[C@@](C)(O)C3C[C@@H]12 (some centres undefined)	-2	-2	14	1.4	-8	16	17	9	.	-17
O=P(OCC(F)(F)C(F)F)(N1CCCCC1)N1CCCCC1	-2	-9	24	-1.6	-2	8	28	-13	3	-28
Cc1ccsc1C(=O)C1CCCN(Cc2cc(C(C)C)n[nH]2)C1 (centres undefined)	-3	5	7	0.3	-1	7	2	-9	4	-2
